NCF1 inh: p47phox/p22phox peptide binding inhibitors, primary screen, biochemical, uHTS, NADPH oxidase regulatory subunit; Neutrophil cytosol factor 1 (Homo sapiens), P14598; fluorescence polarization, 2 h; inhibition, % at 24.7 µM; 220,000 tested, 0.53% active; AID 1274, 2008;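 active means inhibition above about 30%, limit read from the data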;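 further: 0% = p47phox with labelled peptide and 100% = labelled peptide alone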
MDM2 E3 inh: MDM2-luciferase reporter signal enhancers, primary screen, MDM2 E3 ligase inhibitor project, cell-based, luminescence, 1536-well. cell-based MDM2 ubiquitination luciferase reporter, 2 h; 0 = plate control, 100 = twice control, blank-subtracted. signal enhancement, % at 5 µM. 210,000 tested, 0.11% active;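 active means signal enhancement of 30% or more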;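 further: luminescence tracks abundance of the self-degrading MDM2-luciferase fusion protein; higher signal means inhibition of MDM2 E3 ligase activity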
Target sequence (Q00987 whole entry, looked up, the tested form may be a part): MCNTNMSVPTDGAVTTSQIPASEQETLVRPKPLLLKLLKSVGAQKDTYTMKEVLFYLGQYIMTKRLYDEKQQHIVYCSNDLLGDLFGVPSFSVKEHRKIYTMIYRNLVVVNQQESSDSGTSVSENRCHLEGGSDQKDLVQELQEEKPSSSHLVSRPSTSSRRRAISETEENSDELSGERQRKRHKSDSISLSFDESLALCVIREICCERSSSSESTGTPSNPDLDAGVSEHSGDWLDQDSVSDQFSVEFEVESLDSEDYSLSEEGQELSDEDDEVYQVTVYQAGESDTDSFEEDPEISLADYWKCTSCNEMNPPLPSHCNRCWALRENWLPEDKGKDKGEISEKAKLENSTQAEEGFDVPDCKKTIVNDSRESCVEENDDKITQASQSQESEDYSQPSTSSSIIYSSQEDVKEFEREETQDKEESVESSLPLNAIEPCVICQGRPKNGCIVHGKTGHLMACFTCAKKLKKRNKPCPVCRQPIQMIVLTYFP
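Test system: mammalian cells stably expressing self-ubiquitinating, self-degrading MDM2 E3–luciferase fusion; Amount: 2000 cells in each well; Medium: DMEM; Schedule: 4 h settle plus 2 h compound, 37 °C; Technique: SteadyLite luciferase luminescence after 15 min room-temperature reagent incubation; Benchmarks: plate control and blank wells.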
Runt-CBFb FRET: inhibitors of RUNX1 Runt–CBFb binding, primary screen, biochemical, FRET, Cerulean-Runt, Venus-CBFb, uHTS | 220,000 tested, 0.46% active | Runt-related transcription factor 1 (Homo sapiens) + Core-binding factor subunit beta … | inhibition, % at 20 µM | Cerulean-Runt/Venus-CBFb FRET ratio 530/480, 1 h;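 active means inhibition over about 50% at 20 µM in the single-dose screen, limit read from the data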;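 further: 0% = DMSO wells and 100% = excess unlabeled CBFb competitor control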
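test system = Cerulean-tagged RUNX1 Runt domain (FRET donor) fusion protein | reagent = Venus-CBFb binding partner, 100 nM | incubation = protein complex preformed 1 h, compound exposure 1 h, room temperature, dark | detection = FRET fluorescence | read-out basis = loss of energy transfer signal | controls = 5 µM unlabeled CBFb as full-inhibition high control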
Runt-SMMHC FRET: inhibitors of RUNX1 Runt–CBFb-SMMHC binding, primary screen, biochemical, FRET, Cerulean-Runt, Venus-CBFb-SMMHC, uHTS; Cerulean-Runt/Venus-CBFb-SMMHC FRET ratio 530/480, 1 h; AID 1434, 2008; Runt-related transcription factor 1 (Homo sapiens) + Core-binding factor subunit beta …; inhibition, % at 20 µM; 220,000 tested, 0.74% active;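 active means mean inhibition across duplicate retests at 20 µM reaching about 50%, limit read from the data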;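 further: 0% = DMSO wells and 100% = wells with excess untagged CBFb-SMMHC; inhibitors lower the FRET ratio by blocking Runt binding to CBFb-SMMHC; some results filed as inactive read as strong as hits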
Hck-Nef inh: inhibitors of Nef-activated human Hck kinase, primary screen, biochemical, Z-Lyte FRET, 384-well, Hck-YEEI. Tyrosine-protein kinase HCK (Homo sapiens), P08631. Recombinant Hck-YEEI plus Nef, Z-Lyte FRET kinase assay. inhibition, % at 20 µM. 220,000 tested, 0.68% active;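 active means Hck-Nef kinase inhibition above about 50%, limit read from the data; inactive means inhibition below that limit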;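 further: 0% = DMSO with Hck plus Nef and 100% = Hck alone without Nef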
14-3-3 Bad inh: inhibitors of 14-3-3 zeta/Bad binding, primary screen, biochemical, TR-FRET, bovine 14-3-3 zeta | inhibition, % at 21.7 µM | 220,000 tested, 0.71% active | TR-FRET 14-3-3zeta/Dy647-pBad peptide displacement, 1 h | AID 781, 2007;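 active means inhibition above about 70%, limit read from the data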;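 further: 0% = full 14-3-3 plus peptide FRET controls and 100% = background without 14-3-3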
Target sequence (P63103 whole entry, looked up): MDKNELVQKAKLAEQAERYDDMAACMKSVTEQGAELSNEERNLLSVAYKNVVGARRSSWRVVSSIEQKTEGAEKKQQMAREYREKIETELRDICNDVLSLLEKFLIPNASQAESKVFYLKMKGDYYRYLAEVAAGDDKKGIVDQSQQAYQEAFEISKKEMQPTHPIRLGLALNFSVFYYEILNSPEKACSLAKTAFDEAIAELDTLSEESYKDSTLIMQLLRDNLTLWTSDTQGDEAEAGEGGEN
EBV gp42 block: Epstein-Barr virus gp42 inhibitors, primary screen, biochemical, uHTS, fluorescence polarization; Fluorescence polarization binding assay, mP read-out; AID 1085, 2008; 220,000 tested, 0.42% active; Glycoprotein 42 (Epstein-Barr virus (strain AG876)), Q1HVG2; inhibition, % (tested at 21.74 µM); in the data active means inhibition above about 50%
Target sequence (Q1HVG2 whole entry, looked up): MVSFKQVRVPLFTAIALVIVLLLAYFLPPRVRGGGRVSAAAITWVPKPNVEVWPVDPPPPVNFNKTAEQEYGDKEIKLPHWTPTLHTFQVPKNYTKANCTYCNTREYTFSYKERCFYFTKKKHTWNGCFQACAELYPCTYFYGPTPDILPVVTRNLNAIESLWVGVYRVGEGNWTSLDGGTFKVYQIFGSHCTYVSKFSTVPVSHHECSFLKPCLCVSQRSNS
L929 necroptosis: inhibitors of zVAD-triggered necroptosis, primary screen, L929 cells; viability rescue, % at 10 µM; 220,000 tested, 0.38% active; AID 1377, 2008; L929 zVAD necroptosis rescue, ATP luminescence, 24 h; with zVAD 60 µM;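 active means activation, scaled between plate controls, above about 75%, limit read from the data; inactive means activation under that limit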;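 further: 0% = zVAD with DMSO and 100% = DMSO alone without zVAD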
TbHK1 inh: Trypanosoma brucei hexokinase 1 inhibitors, primary screen, biochemical, G6PDH-coupled NADH absorbance, MLSCN library; AID 1430, 2008; 220,000 tested, 0.11% active; inhibition, % at 10 µM; recombinant TbHK1, G6PDH-coupled NADH A340;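 active means inhibition of 50% or more in the single-dose primary screen; inactive means inhibition below 50%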
* = called active by the depositor; . = no result given; [ ] = remark or other dose.

SMILES	NCF1 inh	MDM2 E3 inh	Runt-CBFb FRET	Runt-SMMHC FRET	Hck-Nef inh	14-3-3 Bad inh	EBV gp42 block	L929 necroptosis	TbHK1 inh
O=C(O)C1CCC(CNCc2ccccc2Cl)CC1 (configuration not stated)	-18	-15	0	2	1	2	-32	1.2	21
CC(=O)NC1C(Oc2ccccc2C)OC2COC(c3ccco3)OC2C1O (configuration not stated)	-1	-3	2	-2	0	6	-6	0.2	-6
CCN=C1SC(CC(=O)Nc2ccc(N3CCOCC3)cc2)C(=O)N1CC (configuration not stated)	-10	-1	2	6	0	-14[fluorescence artefact?]	-3	1.6	-8
O=C(COC(=O)CNC(=O)c1ccccc1Cl)Nc1ncc(C(F)(F)F)cc1Cl	-13	2	-2	0	-2	8[fluorescence artefact?]	-11	0.0	27
CCOC(=O)c1ccc(-n2c(C)nc3ccccc3c2=O)cc1	-10	-3	-2	1	0	-20	-11	1.1	5
Cc1nnnn1-c1ccc(CC(=O)O)cc1	-2	-12	1	4	18	-2	-12	0.8	-1
COc1ccc(C2(CNC(=O)c3ccccc3[N+](=O)[O-])CCOCC2)cc1	0	1	-3	-27	26	-1	-5	-1.4	5
COC(=O)c1nc(NC(=O)C(C)C)n[nH]1	6	-9	0	2	0	-10	-4	0.2	-2
CC(C)NC(=S)N/N=C/c1sc(N2CCCCC2)nc1-c1cccs1	-129	.	-1	-27	0	-5[fluorescence artefact?]	6	2.4	0
Cc1ccc(Nc2ncccc2C(N)=O)cc1[N+](=O)[O-]	-9	4	3	-5	12	-1	-9	1.8	-8
O=C(NCCSc1ccccc1)c1ccccc1	-4	-29	-1	-1	8	-4	-8	0.7	1
O=C(OCCNc1nc(-c2ccccc2)nc2ccccc12)c1cccnc1	-14	-10	-2	4	19	-3	0	8.3	-8
Cc1[nH]c2ccccc2c1C(C#N)(C#N)C1C(=O)c2ccccc2C1=O	6	-1	3	-144	35	-24	4	-0.8	-11
COc1ccccc1OCC(=O)NC1CCCCCC1	-15	-24	1	2	4	1	-9	1.3	0
NC(=O)C1CCN(C(=O)CCSc2ccccc2)CC1	-1	6	-2	0	7	3	9	0.3	1
CCN(CC)c1ccc(NC(=O)c2cccc(C)c2OC)c(C)c1	-17	-3	21	32	0	11[fluorescence artefact?]	-8	0.1	-2
O=S(=O)(c1ccc2ncn(O)c2c1)N1CCOCC1	-7	-8	-2	0	13	4	-14	-0.8	-1
CCCc1cc(=O)[nH]c(SCC(=O)Nc2ccc(OC(F)F)cc2)n1	-3	-4	-1	4	1	-15	-6	0.4	-2
Cc1ccc(S(=O)(=O)Nc2cccc(CP(=O)(c3ccccc3)c3ccccc3)c2)cc1	-7	9	-4	1	0	-1	-16	0.4	2
Cc1ccc2c(c1)c1c(n2CC(O)CNC(C)(C)C)CCCC1 (configuration not stated)	0	-7	0	-1	13	-4	4	0.4	-7
O=C(CSc1nncs1)N1CCN(S(=O)(=O)c2ccccc2)CC1	-1	-5	-1	0	15	5	-25	-1.2	11
CCSc1cc(C)nc2c(-c3ccc(Cl)cc3)c(C)nn12	-4	-19	4	11	-1	-2[fluorescence artefact?]	-30	0.6	3
CCOC(=O)C(=O)Nc1ccc(OCc2ccccc2)cc1	2	17	0	3	22	-6	-2	5.1	0
COc1ccccc1N1CCN(C(=O)c2ccc(CN3CCc4ccccc4C3)cc2)CC1	6	-15	-4	-3	-16	-11[fluorescence artefact?]	-9	0.4	1
CCC(=O)Nc1ccc(/C(C)=N/NC(=O)c2c(Br)c(C)nn2C)cc1	-7	-6	-2	2	5	-10	-5	1.1	12

Going on with the list:
SMILES	NCF1 inh	MDM2 E3 inh	Runt-CBFb FRET	Runt-SMMHC FRET	Hck-Nef inh	14-3-3 Bad inh	EBV gp42 block	L929 necroptosis	TbHK1 inh
CCOc1ccc(OCCCC(=O)Nc2nc3ccccc3[nH]2)cc1	-2	-7	2	-3	13	-6	-4	0.4	-5
Nc1cc(=O)[nH]c(SCC(=O)Nc2cccc(Cl)c2Cl)n1	5	-5	4	-4	25	-5	-5	1.0	-3
Cc1nc(NC(=O)c2ccc(Cl)cc2)sc1Cc1ccc2c(c1)OCO2	-21	16	38	21	11	10	-25	0.5	18
O=C(COc1ccccc1[N+](=O)[O-])Nc1ccc(N2CCN(C(=O)c3cccs3)CC2)cc1	6	-22	-2	-1	13	-18	-8	1.4	-10
CC(C)CCNC(=O)C1CCC(CNc2c(N3CCCC3)c(=O)c2=O)CC1 (configuration not stated)	-5	-10	3	4	4	3	8	-0.2	-6
CCOC(=O)CC(=O)CSc1nc2c(sc(=S)n2-c2ccc(OCC)cc2)c(=O)[nH]1	-3	-9	-8	-8	4	-4	-3	.	-21
Cc1c(CCO)c(=O)n(C)n1C(=O)c1ccc(F)cc1	10	-18	-2	-1	1	-11[fluorescence artefact?]	-3	-0.6	-5
CCCC(=O)Nc1sc2c(c1C#N)CCCC2	-9	-20	-2	2	0	7	-12	0.4	1
O=c1c2cc(-c3ccccc3)sc2ncn1-n1cccc1	-13	-16	1	-2	2	-1	-9	-0.1	-11
CC(OC(=O)CCc1nc2ccccc2[nH]c1=O)C(=O)c1ccccc1 (configuration not stated)	-7	-7	2	0	7	4	-19	0.3	-11
CC(NS(=O)(=O)/C=C/c1ccccc1)c1ccccc1 (configuration not stated)	14	3	-1	3	-6	2	5	0.1	7
O=C1CC(c2ccccc2)Sc2nc(-c3ccccc3)c(-c3ccccc3)n21 (configuration not stated)	-2	1	3	1	4	0[fluorescence artefact?]	5	0.9	2
O=C(Cn1c(=O)sc2ccccc21)N1CCOCC1	-9	-9	0	0	-1	7	-14	1.2	0
COc1ccc(OC)c(NC(=O)CCN2CCN(c3ccccc3)CC2)c1	-3	-14	-2	-4	-3	1	-1	3.0	-1
CCOc1cc(/C=C/C(=O)c2ccc(O)cc2)ccc1OCC(=O)N(C)C	-14	-16	-7	-22	2	-4	-6	105*	-32
CCOc1ccc(S(=O)(=O)n2cc(-c3ccccc3)c(N)n2)cc1	-10	15	-4	-9	0	-3	-6	-0.1	-1
O=C(CCl)N1N=C(c2cccs2)CC1c1ccco1 (configuration not stated)	-5	2	10	2	17	-8	-6	-2.8	-14
CN(C)S(=O)(=O)c1ccc(NC(=O)COC(=O)C2CC3CCCC(C2)C3=O)cc1 (configuration not stated)	-3	6	-2	0	26	-9	-4	1.9	0
O=C(Nc1ccccc1)C1CCN(C(=O)c2ccc([N+](=O)[O-])cc2)CC1	-7	-25	1	-1	4	47	-12	2.9	-1
COc1ccc(Cc2noc(CN3CCCN(C4Cc5ccccc5C4)CC3)n2)cc1OC	2	-12	0	1	12	-6	6	-1.2	-4
C=CCNC(=O)COC(=O)CNC(=O)c1cc(Cl)cc([N+](=O)[O-])c1	-7	-29	0	1	17	1	-19	-1.1	-2
CC1=NN(c2ccccc2)C(=O)/C1=C/c1cc(C)n(C2CC2)c1C	-14	-1	-6	-6	-1	-5	15	38	-6
COC(=O)c1c(NC(=O)COC(=O)CCS(=O)(=O)c2ccc(C)cc2)sc(C)c1C	-47	0	-4	2	-2	-1	-13	0.8	0
COc1ccc(Cn2c(CCC(=O)Nc3ccc(C)c(C)c3)nc3cccnc32)cc1	10	-30	-1	-11	-20	4	-9	0.1	5
CCCCCC1CC(CC(=O)NC(=S)Nc2ccc([N+](=O)[O-])cc2)C(=O)O1 (configuration not stated)	-4	-12	-2	3	3	-15	5	0.9	7
CC(C)n1c(CNC(=O)c2ccccc2)nc2ccccc21	-3	2	0	2	-4	-10	-3	1.4	-2
Cc1snc(S(=O)(=O)/C(C#N)=N\Nc2ccccc2)c1C#N	5	8	-1	2	1	12[fluorescence artefact?]	1	1.3	-37
NC(=O)C1CCN(c2cc(Cl)ccc2[N+](=O)[O-])CC1	-4	-24	6	-6	13	2	-17	-0.2	-14

Reprinted from the listing (2 entries):
SMILES	NCF1 inh	MDM2 E3 inh	Runt-CBFb FRET	Runt-SMMHC FRET	Hck-Nef inh	14-3-3 Bad inh	EBV gp42 block	L929 necroptosis	TbHK1 inh
Cc1snc(S(=O)(=O)/C(C#N)=N\Nc2ccccc2)c1C#N	5	8	-1	2	1	12[fluorescence artefact?]	1	1.3	-37
NC(=O)C1CCN(c2cc(Cl)ccc2[N+](=O)[O-])CC1	-4	-24	6	-6	13	2	-17	-0.2	-14

Filtered by structure: the entries above containing four or more nitrogen atoms
SMILES	NCF1 inh	MDM2 E3 inh	Runt-CBFb FRET	Runt-SMMHC FRET	Hck-Nef inh	14-3-3 Bad inh	EBV gp42 block	L929 necroptosis	TbHK1 inh
CCN=C1SC(CC(=O)Nc2ccc(N3CCOCC3)cc2)C(=O)N1CC (configuration not stated)	-10	-1	2	6	0	-14[fluorescence artefact?]	-3	1.6	-8
Cc1nnnn1-c1ccc(CC(=O)O)cc1	-2	-12	1	4	18	-2	-12	0.8	-1
COC(=O)c1nc(NC(=O)C(C)C)n[nH]1	6	-9	0	2	0	-10	-4	0.2	-2
CC(C)NC(=S)N/N=C/c1sc(N2CCCCC2)nc1-c1cccs1	-129	.	-1	-27	0	-5[fluorescence artefact?]	6	2.4	0
Cc1ccc(Nc2ncccc2C(N)=O)cc1[N+](=O)[O-]	-9	4	3	-5	12	-1	-9	1.8	-8
O=C(OCCNc1nc(-c2ccccc2)nc2ccccc12)c1cccnc1	-14	-10	-2	4	19	-3	0	8.3	-8
O=C(CSc1nncs1)N1CCN(S(=O)(=O)c2ccccc2)CC1	-1	-5	-1	0	15	5	-25	-1.2	11
CCC(=O)Nc1ccc(/C(C)=N/NC(=O)c2c(Br)c(C)nn2C)cc1	-7	-6	-2	2	5	-10	-5	1.1	12
Nc1cc(=O)[nH]c(SCC(=O)Nc2cccc(Cl)c2Cl)n1	5	-5	4	-4	25	-5	-5	1.0	-3
O=C(COc1ccccc1[N+](=O)[O-])Nc1ccc(N2CCN(C(=O)c3cccs3)CC2)cc1	6	-22	-2	-1	13	-18	-8	1.4	-10
COc1ccc(Cc2noc(CN3CCCN(C4Cc5ccccc5C4)CC3)n2)cc1OC	2	-12	0	1	12	-6	6	-1.2	-4
COc1ccc(Cn2c(CCC(=O)Nc3ccc(C)c(C)c3)nc3cccnc32)cc1	10	-30	-1	-11	-20	4	-9	0.1	5
Cc1snc(S(=O)(=O)/C(C#N)=N\Nc2ccccc2)c1C#N	5	8	-1	2	1	12[fluorescence artefact?]	1	1.3	-37

Assay outcomes (PubChem)
